aDG glyco act: alpha-DG glycosylation activation. Pro5-aDG cells, alpha-DG glycosylation AlphaScreen (IIH6); 0% Pro5, 100% B10-LARGE cell signal. activation, % at 10 µM. 360,000 compounds, 0.22% hits. AID 624168;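 active means activation of at least 8% versus controls, or a plate z-score of at least 8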;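 further: Pro5 are CHO cells carrying HIG-tagged alpha-DG that lacks glycosylation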
Granule exo inh: lytic granule exocytosis inhibition; 360,000 compounds, 0.66% hits; inhibition, % at 10 µM; TALL-104 LAMP-1 surface exposure, flow cytometry; cells stimulated with thapsigargin and PMA; AID 651702;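 active means inhibition above about 55%, limit read from the data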
H9c2 protect: protects H9c2 cardiomyocytes from peroxide injury; H2O2 injury protection, ATPLite, 2 h; protection from H2O2 cell death, % at 20 µM; 360,000 compounds, 0.63% hits;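 active means compounds giving at least 50% protection of heart cells from peroxide-induced death in the single-dose screen, raw or plate-pattern-corrected value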;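 further: 0% = DMSO wells with peroxide and 100% = DMSO wells without peroxide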
iPSC survival up: hiPSC single-cell survival enhancement; ATPlite luminescence; 100% = ROCK inhibitor wells, 0% = DMSO; survival enhancement, % at 20 µM; 360,000 compounds, 0.044% hits; in the data active means survival enhancement above about 18%;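 further: cells exposed to compounds for 16 hours before the ATP read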
ABHD5-PLIN5 inh: blocks binding of human ABHD5 to perilipin-5; Q00G26+Q8WTS1; Split G. princeps luciferase complementation, luminescence, 4 h; inhibition, % at 4 µM; 360,000 compounds, 0.78% hits;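 active means inhibition above the mean inhibition across every tested compound plus 3 SD, cut at about 22% in these data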;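 further: 0% = DMSO only wells and the 100% control is not disclosed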
MC4R barr agon: human MC4R agonism via beta-arrestin; P32245; U2OS MC4R beta-arrestin complementation, luminescence; percent of melanotan II response, DMSO zero; 360,000 compounds, 0.98% hits; activation, % at 8.9 µM;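 active means activation above a per-plate cutoff, the mean activation of sample wells on that plate plus 3 SD, cut at about 8% in these data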
Target sequence (P32245 whole entry, looked up): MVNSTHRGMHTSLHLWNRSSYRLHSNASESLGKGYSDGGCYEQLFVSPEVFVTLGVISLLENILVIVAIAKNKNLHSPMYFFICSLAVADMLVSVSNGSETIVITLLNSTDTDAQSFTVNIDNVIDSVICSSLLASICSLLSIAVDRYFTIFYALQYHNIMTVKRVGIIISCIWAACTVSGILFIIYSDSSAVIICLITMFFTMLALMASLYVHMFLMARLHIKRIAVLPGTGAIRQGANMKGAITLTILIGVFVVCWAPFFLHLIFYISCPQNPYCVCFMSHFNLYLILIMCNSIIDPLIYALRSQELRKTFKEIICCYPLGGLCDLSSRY
MC4R antagonist: antagonists of human melanocortin 4 receptor (MC4R). P32245. MC4R-expressing cells, MTII-stimulated cAMP, LANCE TR-FRET. inhibition, % at 6.5 µM. 360,000 compounds, 0.48% hits. AID 540295;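 active means inhibition above its plate's cutoff, the mean of tested wells on that plate plus 3 SD, cut at about 29% in these data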;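 further: 0% = Melanotan II alone and 100% = Melanotan II plus saturating MCL0020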
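Material: U2OS-MC4R stable cell line | Reagent: Melanotan II challenge after compound preincubation | Doses: One concentration, 6.5 µM nominal | Incubation: 30-min compound preincubation, 1-h Melanotan II challenge, 1-h detection, room temperature | Signal: TR-FRET cAMP assay | Replicates: One well per compound, no replicates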
HTR2A ag: agonists of mouse serotonin 5-HT2A receptor (HTR2A). activation, % at 7.6 µM. AID 624169. CHO-K1 mHTR2A beta-arrestin complementation, luminescence; percent of 30 µM serotonin response. 360,000 compounds, 0.66% hits;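 active means activation above a run cutoff, the mean activation of all tested compounds plus 3 SD, cut at about 14% in these data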;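 further: 0% = plate median of compound wells and 100% = 30 µM serotonin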
Target sequence (P35363 whole entry, looked up): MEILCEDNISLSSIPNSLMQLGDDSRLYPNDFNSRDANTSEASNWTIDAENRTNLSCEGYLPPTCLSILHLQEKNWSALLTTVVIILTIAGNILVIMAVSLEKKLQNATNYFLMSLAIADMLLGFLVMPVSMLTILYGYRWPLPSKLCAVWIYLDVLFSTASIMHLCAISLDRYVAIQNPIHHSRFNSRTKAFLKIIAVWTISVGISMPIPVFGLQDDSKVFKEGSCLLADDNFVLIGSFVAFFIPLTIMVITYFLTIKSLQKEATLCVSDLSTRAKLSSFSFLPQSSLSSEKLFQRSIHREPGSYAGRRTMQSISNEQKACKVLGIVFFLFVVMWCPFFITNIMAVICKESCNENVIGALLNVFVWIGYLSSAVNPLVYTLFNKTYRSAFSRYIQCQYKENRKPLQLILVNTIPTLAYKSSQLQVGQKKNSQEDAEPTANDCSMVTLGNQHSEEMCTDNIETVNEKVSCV
N-glyco inh: blocks N-linked glycosylation in D54 reporter cells; D54 ERlucT glycosylation luciferase reporter, 24 h; percent of 100 nM tunicamycin response; reporter increase, % at 12.5 µM; 360,000 compounds, 0.23% hits;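 active means mean luciferase reporter signal, scaled so untreated is 0 and the glycosylation-blocking control 100, at or above a set limit in every replicate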;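 further: luciferase carries N-glycosylation sites so blocking glycosylation raises the light; 0% = median of neutral control wells and 100% = median of 100 nM tunicamycin wells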
ABCB6 inh 2: blocks the human ABCB6 transporter; Q9NP58; fluorescence ratio to DMSO, % at 10 µM; K562-ABCB6 porphyrin accumulation, flow cytometry, 1 h; stronger effect = lower value; 360,000 compounds, 0.19% hits;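 active means fluorescence ratio to DMSO below 75%, the collection mean minus 3 SD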;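 further: signal is porphyrin accumulated inside mitochondria; 100% equals median channel fluorescence of DMSO control wells; lower ratio means ABCB6 inhibition with less porphyrin fluorescence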
Numbers without * were called inactive. No enrichment for hits, and some 4.5% of all compounds hit somewhere here.

Assay codes – A = aDG glyco act; B = Granule exo inh; C = H9c2 protect; D = iPSC survival up; E = ABHD5-PLIN5 inh; F = MC4R barr agon; G = MC4R antagonist; H = HTR2A ag; I = N-glyco inh; J = ABCB6 inh 2
> N#CC1=C(SCC(=O)NCc2ccccc2)NC(=O)CC1c1ccco1 (stereo not drawn)
  A: 0.0 | B: -1.0 | C: 8.9 | D: -1.7 | E: -3.0 | F: -1.6 | G: 4.3 | H: 0.6 | I: -2.3 | J: 89.0

> CCCSc1nc(SCC(=O)NCc2ccccc2)c2c3c(sc2n1)COC(C)(C)C3
  A: 0.2 | B: -4.2 | C: -2.0 | D: -1.6 | E: 2.9 | F: -1.1 | G: 5.9 | H: 0.8 | I: -2.8 | J: 94.0

> O=C(CCc1ccc(O)c(O)c1)N/N=C/c1ccc2c(c1)OCO2
  A: 0.5 | B: -1.1 | C: 86.8* | D: 0.4 | E: 12.4 | F: -0.9 | G: 3.5 | H: 1.1 | I: -0.4 | J: 100.0

> CCN1C(=O)C2C(c3ccccc3F)NC(Cc3ccc(O)cc3)(C(=O)OC)C2C1=O (stereo not drawn)
  A: -0.2 | B: 0.7 | C: 0.2 | D: -0.9 | E: 2.0 | F: -1.3 | G: 6.4 | H: -1.2 | I: 1.9 | J: 99.0

> CCCOc1ccc(F)cc1-c1cc(C(=O)Nc2ccc(OC)cc2C)[nH]n1
  A: 0.5 | B: -6.0 | C: -0.7 | D: 6.1 | E: -7.5 | F: -0.5 | G: 6.6 | H: -5.2 | I: -5.4 | J: 100.0

> COC1=C/C(=C/c2c(N)n3nc(CC(=O)N4CCCC4)sc3nc2=O)C=CC1=O
  A: -0.3 | B: -0.4 | C: 6.3 | D: -0.6 | E: -3.3 | F: -2.1 | G: -3.1 | H: -0.2 | I: 1.4 | J: 140.0

> CCc1nc2ccccc2c2nc3ccccc3n12
  A: 0.2 | B: 3.3 | C: 2.7 | D: 2.2 | E: 1.1 | F: 1.0 | G: 4.2 | H: -4.0 | I: 3.4 | J: 96.0

> CC(C)=CCC(C)(C)C1OCCN1C(=O)Nc1ccccc1 (stereo not drawn)
  A: 0.2 | B: 1.1 | C: 3.1 | D: 0.1 | E: -0.1 | F: -2.0 | G: -5.6 | H: -5.2 | I: 1.3 | J: 102.0

> CC(N)c1csc(Nc2nncc3ccccc23)n1 (stereo not drawn)
  A: 0.6 | B: 2.5 | C: 8.5 | D: -3.2 | E: 6.9 | F: -1.9 | G: -4.2 | H: 0.5 | I: 2.8 | J: 100.0

> O=S(=O)(c1ccc2c(c1)nc1n2CCC1)N1CCOCC1
  A: -0.1 | B: -1.0 | C: 4.6 | D: -3.4 | E: -1.4 | F: -1.3 | G: 16.3 | H: -1.9 | I: 1.7 | J: 94.0

Later entries.
Assay codes – A = aDG glyco act; B = Granule exo inh; C = H9c2 protect; D = iPSC survival up; E = ABHD5-PLIN5 inh; F = MC4R barr agon; G = MC4R antagonist; H = HTR2A ag; I = N-glyco inh; J = ABCB6 inh 2
> CCOc1cc(CNCCO)cc(Br)c1OCc1cccs1
  A: 4.1 | B: 0.1 | C: -14.1 | D: -2.3 | E: 15.2 | F: 0.1 | G: 0.0 | H: -3.7 | I: 0.7 | J: 101.0

> O=C(CSc1ccccn1)c1ccc2c(c1)OCO2
  A: -0.3 | B: -1.3 | C: 1.2 | D: 0.3 | E: -9.6 | F: 1.2 | G: 10.7 | H: 2.5 | I: -4.7 | J: 98.0

> N#CCCn1cc(C(=O)NCc2ccccc2)c(-c2cccs2)n1
  A: -0.3 | B: 1.0 | C: 5.2 | D: 0.5 | E: -1.3 | F: -0.4 | G: -7.1 | H: 1.3 | I: -0.8 | J: 97.0

> COC(=O)Nc1ccc(S(=O)(=O)N2CCCC(C(=O)NCC3CCCO3)C2)cc1 (stereo not drawn)
  A: 0.0 | B: -2.6 | C: -1.5 | D: -0.2 | E: -1.9 | F: -0.2 | G: 6.1 | H: 7.5 | I: -0.2 | J: 96.0

> O=C(O)CNC(=O)CC12CC3CC(CC(C3)C1)C2
  A: -0.3 | B: 18.0 | C: -4.2 | D: 1.6 | E: 2.3 | F: 1.9 | G: 3.2 | H: 10.0 | I: 0.5 | J: 86.0

> CCOc1ccc(NC(=O)COC(=O)CC2CC3CCC2C3)cc1 (stereo not drawn)
  A: 0.0 | B: 5.3 | C: -3.9 | D: 0.1 | E: -15.0 | F: -4.0 | G: 4.4 | H: 5.5 | I: 0.9 | J: 95.0

> O=C(NC(=S)NCc1cccnc1)c1cccc2ccccc12
  A: 1.5 | B: -0.2 | C: 5.2 | D: -0.1 | E: 6.1 | F: -1.9 | G: -3.9 | H: -1.3 | I: 2.4 | J: 98.0

> CCCCNC(=O)COC(=O)C1CCN(S(=O)(=O)c2ccc3c(c2)OCCO3)CC1
  A: 0.0 | B: -1.9 | C: -1.3 | D: -0.4 | E: 3.9 | F: -4.0 | G: 7.2 | H: 3.7 | I: 1.1 | J: 96.0

> CCSc1nc(O)c(C(c2cccc(OC)c2)c2c(O)nc(SCC)[nH]c2=O)c(=O)[nH]1
  A: -0.1 | B: -11.7 | C: -2.3 | D: -0.2 | E: -4.2 | F: 0.0 | G: 23.8 | H: 4.8 | I: 1.0 | J: 95.0

> COc1cccc(C2CC(c3ccc(Cl)cc3Cl)n3nc(N)nc3N2)c1 (stereo not drawn)
  A: 0.0 | B: 3.9 | C: -5.4 | D: -0.2 | E: -1.8 | F: 0.9 | G: 2.8 | H: 1.0 | I: 0.6 | J: 96.0

Next section.
Assay codes – A = aDG glyco act; B = Granule exo inh; C = H9c2 protect; D = iPSC survival up; E = ABHD5-PLIN5 inh; F = MC4R barr agon; G = MC4R antagonist; H = HTR2A ag; I = N-glyco inh; J = ABCB6 inh 2
> COc1ccc(NC(=O)CSc2nnnn2-c2ccc(OC)cc2)cc1
  A: 0.2 | B: -4.8 | C: -0.6 | D: -1.8 | E: 5.5 | F: -0.8 | G: -6.5 | H: 4.8 | I: -1.3 | J: 101.0

> CC(C)C(C(=O)Nc1nccs1)c1ccc(Cl)cc1 (stereo not drawn)
  A: -0.3 | B: -2.0 | C: -9.0 | D: -0.2 | E: -2.5 | F: -3.0 | G: 5.3 | H: -1.9 | I: -2.7 | J: 100.0

> CCc1nnc(NC(=O)C2CC(=O)N(CCc3ccccc3)C2)s1 (stereo not drawn)
  A: -0.3 | B: 0.6 | C: 7.9 | D: -1.0 | E: 1.9 | F: -0.9 | G: 2.9 | H: -0.9 | I: 0.2 | J: 88.0

> CCCOc1ccc(N2CC(C(=O)NC3=NCCS3)CC2=O)cc1 (stereo not drawn)
  A: 0.7 | B: -9.4 | C: 8.5 | D: 0.8 | E: -0.5 | F: 0.2 | G: 0.9 | H: 2.8 | I: 1.0 | J: 102.0

As a short view, part of the list above.
Assay codes – A = aDG glyco act; B = Granule exo inh; C = H9c2 protect; D = iPSC survival up; E = ABHD5-PLIN5 inh; F = MC4R barr agon; G = MC4R antagonist; H = HTR2A ag; I = N-glyco inh; J = ABCB6 inh 2
> O=C(O)CNC(=O)CC12CC3CC(CC(C3)C1)C2
  A: -0.3 | B: 18.0 | C: -4.2 | D: 1.6 | E: 2.3 | F: 1.9 | G: 3.2 | H: 10.0 | I: 0.5 | J: 86.0

> CCOc1ccc(NC(=O)COC(=O)CC2CC3CCC2C3)cc1 (stereo not drawn)
  A: 0.0 | B: 5.3 | C: -3.9 | D: 0.1 | E: -15.0 | F: -4.0 | G: 4.4 | H: 5.5 | I: 0.9 | J: 95.0

> O=C(NC(=S)NCc1cccnc1)c1cccc2ccccc12
  A: 1.5 | B: -0.2 | C: 5.2 | D: -0.1 | E: 6.1 | F: -1.9 | G: -3.9 | H: -1.3 | I: 2.4 | J: 98.0

> CCCCNC(=O)COC(=O)C1CCN(S(=O)(=O)c2ccc3c(c2)OCCO3)CC1
  A: 0.0 | B: -1.9 | C: -1.3 | D: -0.4 | E: 3.9 | F: -4.0 | G: 7.2 | H: 3.7 | I: 1.1 | J: 96.0

> CCSc1nc(O)c(C(c2cccc(OC)c2)c2c(O)nc(SCC)[nH]c2=O)c(=O)[nH]1
  A: -0.1 | B: -11.7 | C: -2.3 | D: -0.2 | E: -4.2 | F: 0.0 | G: 23.8 | H: 4.8 | I: 1.0 | J: 95.0

> COc1cccc(C2CC(c3ccc(Cl)cc3Cl)n3nc(N)nc3N2)c1 (stereo not drawn)
  A: 0.0 | B: 3.9 | C: -5.4 | D: -0.2 | E: -1.8 | F: 0.9 | G: 2.8 | H: 1.0 | I: 0.6 | J: 96.0

> COc1ccc(NC(=O)CSc2nnnn2-c2ccc(OC)cc2)cc1
  A: 0.2 | B: -4.8 | C: -0.6 | D: -1.8 | E: 5.5 | F: -0.8 | G: -6.5 | H: 4.8 | I: -1.3 | J: 101.0

> CC(C)C(C(=O)Nc1nccs1)c1ccc(Cl)cc1 (stereo not drawn)
  A: -0.3 | B: -2.0 | C: -9.0 | D: -0.2 | E: -2.5 | F: -3.0 | G: 5.3 | H: -1.9 | I: -2.7 | J: 100.0

> CCc1nnc(NC(=O)C2CC(=O)N(CCc3ccccc3)C2)s1 (stereo not drawn)
  A: -0.3 | B: 0.6 | C: 7.9 | D: -1.0 | E: 1.9 | F: -0.9 | G: 2.9 | H: -0.9 | I: 0.2 | J: 88.0

Source: PubChem BioAssay (several laboratories)
